JMJD2E inh – qHTS Assay for Inhibitors of Human Jumonji Domain Containing 2E (JMJD2E) | AID 2147, 2009 | JMJD2E catalytic domain, FDH-coupled NADH fluorescence (FDH is formaldehyde dehydrogenase) | Lysine-specific demethylase 4E (Homo sapiens), B2RXH2 | Potency, µM (highest dose often 57.1 µM), inactives show top-dose activity change, negative = inhibition, usual class: inhibitors | 230,000 compounds, 1.6% hits; active = well fitted inhibition curve with a large enough effect, not every such curve was filed as active; inconclusive = small, poorly fitted or top-dose-only effect, or another doubt; inactive = no such curve, though single readings can be large or run the other way;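 also: 0% = wells with enzyme and -100% = buffer wells without enzyme; nearly all actives have a fitted effect of over 50% in size; many of its hits are not listed in these tables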
Target sequence (B2RXH2 1-337 limits assumed): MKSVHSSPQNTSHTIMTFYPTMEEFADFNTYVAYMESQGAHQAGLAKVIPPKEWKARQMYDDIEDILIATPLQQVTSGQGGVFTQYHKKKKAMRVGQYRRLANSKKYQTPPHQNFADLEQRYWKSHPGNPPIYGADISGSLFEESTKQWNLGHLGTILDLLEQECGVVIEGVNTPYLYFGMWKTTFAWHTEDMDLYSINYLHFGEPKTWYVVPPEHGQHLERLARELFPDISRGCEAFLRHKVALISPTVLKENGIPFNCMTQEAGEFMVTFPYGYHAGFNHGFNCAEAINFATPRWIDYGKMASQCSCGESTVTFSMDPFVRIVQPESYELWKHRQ
SMN2 splice enh – qHTS Assay for Enhancers of SMN2 Splice Variant Expression; 210,000 compounds, 2.8% hits; Potency, µM (series often up to 46.1 µM), for inactives: top-dose activity change, positive = activation, most hits filed as activators; HEK293 SMN2-luciferase splicing reporter, luminescence, 30-36 h; also: % of control where 0% means no effect; nearly all actives have a fitted effect of over 55% in size
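qHTS luciferase splicing reporter: luminescence rises when SMN2 exon 7 is included in transfected HEK293 cells. Compound exposure lasted 30-36 h at 37C, with 4.5 mM final sodium butyrate as control, followed by a ONE-Glo read.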
ALDH1A1 inh – qHTS Assay for Inhibitors of Aldehyde Dehydrogenase 1 (ALDH1A1). Aldehyde dehydrogenase 1A1 (Homo sapiens), P00352. Purified ALDH1A1, NADH fluorescence, propionaldehyde substrate. Potency, µM (highest dose often 75.3 µM), for the others: at the highest dose activity, negative = inhibition, actives largely listed as inhibitors. 220,000 compounds, 7.3% hits. AID 1030, 2008; active = well fitted inhibition curve with a large enough effect, not every such curve was filed as active; inconclusive = small, poorly fitted or top-dose-only effect, or another doubt; inactive = no such curve, though single readings can be large or run the other way;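 also: plate controls were no enzyme wells and a reference inhibitor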
Target sequence (P00352 whole entry, looked up): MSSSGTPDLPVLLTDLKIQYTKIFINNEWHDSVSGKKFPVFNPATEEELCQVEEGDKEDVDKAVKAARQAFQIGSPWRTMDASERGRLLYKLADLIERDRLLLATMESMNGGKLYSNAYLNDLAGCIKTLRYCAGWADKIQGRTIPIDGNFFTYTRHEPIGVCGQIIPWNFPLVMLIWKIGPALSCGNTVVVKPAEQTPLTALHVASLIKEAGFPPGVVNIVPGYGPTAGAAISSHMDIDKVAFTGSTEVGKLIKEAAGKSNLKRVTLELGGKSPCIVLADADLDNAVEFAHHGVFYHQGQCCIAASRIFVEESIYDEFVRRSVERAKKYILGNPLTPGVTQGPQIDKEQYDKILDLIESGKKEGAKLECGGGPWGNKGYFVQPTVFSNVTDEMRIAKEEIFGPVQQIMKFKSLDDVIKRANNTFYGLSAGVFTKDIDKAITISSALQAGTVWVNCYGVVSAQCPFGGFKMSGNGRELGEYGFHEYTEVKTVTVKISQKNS
Tau fibril ThT – qHTS for Inhibitors of Tau Fibril Formation, Thioflavin T Binding | Potency, µM (titrated, usually from 57.4 µM), without a hit: top-dose activity, negative = inhibition, usual class: inhibitors | recombinant tau K18 P301L, heparin-induced fibrillization, ThT fluorescence | 270,000 compounds, 2.1% hits | Microtubule-associated protein tau (Homo sapiens), P10636; also: % is scaled to controls: 0 for no effect and ±100 for the full control effect; nearly all actives have a fitted effect of over 55% in size
Target sequence (P10636 561-689 P618L limits assumed): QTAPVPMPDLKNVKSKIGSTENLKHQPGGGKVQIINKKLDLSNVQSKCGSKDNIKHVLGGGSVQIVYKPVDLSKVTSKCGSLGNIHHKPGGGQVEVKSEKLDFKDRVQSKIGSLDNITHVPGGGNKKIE
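ThT emission at 510 nm, taken 1 hr after adding 30 uM dye, quantifies aggregates formed when 20 uM heparin acts on human tau K18 P301L for 6 hr at 37 C.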
LMNA splice mod – qHTS Assay for Modulators of Lamin A Splicing | AID 1487, 2009 | Potency, µM (titrated, usually from 46.1 µM), for the others: at the highest dose ratio change, negative = inhibition, hits mostly inhibitors | 200,000 compounds, 0.01% hits | HeLa LMNA splicing GFP/RFP minigene ratio, 48 h; active = well fitted inhibition curve with a large enough effect in the signal ratio, with a control signal flat, not every such curve was filed as active; inconclusive = small, poorly fitted or top-dose-only effect, or effect the other way, or a change in a side signal; the % refers to the signal ratio; also: % is scaled to controls: 0 for no effect and ±100 for the full control effect
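Read-out is the ratio of GFP to DsRed2 object intensity, acquired by 488 nm laser-scanning cytometry on HeLa lamin A-EGFP minigene reporter cells. Compound incubation 48 hrs at 37 °C in Opti-MEM with 2% FBS; DMSO 0.5% final.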
RECQ1 helicase – qHTS Assay for Inhibitors of RecQ-Like Dna Helicase 1 (RECQ1); 240,000 compounds, 0.54% hits; AID 2549, 2010; ATP-dependent DNA helicase Q1 (Homo sapiens), P46063; RECQ1 DNA unwinding, red fluorescence kinetic read; Potency, µM (titrated, usually from 57.3 µM), without a hit: at the highest dose activity, negative = inhibition, hits mostly inhibitors;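 also: plate controls were vehicle for no effect and no enzyme for full effect; nearly all actives have a fitted effect of over 30% in size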
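RECQ1T1 50 nM; forked duplex (20 bp + 30-nt ss tails) 200 nM, ATP 2 mM final; pH 8.0, 2 mM MgCl2, 2.5 ug/ml poly(dI-dC); 15 min compound preincubation; discontinuous kinetic read over 2 h at RT.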
L3MBTL1 inh – qHTS Assay for the Inhibitors of L3MBTL1. Lethal(3)malignant brain tumor-like protein 1 (Homo sapiens), Q9Y468. AlphaScreen L3MBTL1–H3K9me1 peptide binding. Potency, µM (doses to about 57.1 µM), inactives show top-dose activity, negative = inhibition, hits mostly inhibitors. 230,000 compounds, 0.66% hits. AID 485360, 2010; also: % is scaled to controls: 0 for no effect and ±100 for the full control effect; nearly all actives have a fitted effect of over 60% in size
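Read-out is AlphaScreen signal from streptavidin donor and nickel chelate acceptor beads (10 ug/mL final each) bridging L3MBTL1 (50 nM) and biotinylated K9-monomethylated H3(1-15) peptide (75 nM), after 30 min compound exposure at room temperature.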
Luc counter – Counterscreen for Luciferase (Kinase-Glo TM) Inhibition | Kinase-Glo luciferase, ATP luminescence, 8 min | Potency, µM (doses to about 38.3 µM), for inactives: at the top dose activity change, negative = inhibition, actives largely listed as inhibitors | 200,000 compounds, 0.28% hits | AID 1379, 2008; also: % is scaled to controls: 0 for no effect and ±100 for the full control effect; nearly all actives have a fitted effect of over 60% in size
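Recombinant Kinase-Glo luciferase, 10 uM ATP (linear range), luciferin; imidazole pH 7.2 / KCl / MgCl2 / Tween / BSA buffer; 8 min RT; luminescence.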
Active calls of the source: *; i = inactive; ? = inconclusive; / = not tested or not shown; [ ] = remark or other dose. Unless noted, calls follow the shape of the dose curve; as a rule, active = well fitted curve in the direction sought with a large enough effect; inconclusive = small, poorly fitted or top-dose-only effect, or another doubt; inactive = no such curve, though single readings can be large; an effect the other way counts as inactive or inconclusive. Potency is read from the fitted curve at half-maximal effect.

Every second line gives: LMNA splice mod, Luc counter, L3MBTL1 inh, Tau fibril ThT, ALDH1A1 inh, JMJD2E inh, RECQ1 helicase, SMN2 splice enh
- Nc1ccc(C(=O)OCc2nc3ccccc3[nH]2)cc1
→ -5%, -5%, 5%, ?, -5%, 1%, -4%, -13%
- O=C(CCC1CCCN(C(=O)c2cc(C3CC3)[nH]n2)C1)N1CCN(c2ccccn2)CC1 (configuration not stated)
→ /, -3%, -6%, 0%, ?, -1%, i, /
- CC1=C(C(=O)OCc2ccccc2)C(c2ccc(Cl)cc2Cl)NC(=O)N1CCCC(=O)O (configuration not stated)
→ 3%, 7%, ?, 9%, -1%, -3%, 4%, ?
- Nc1ccc(S(=O)(=O)c2cccc(N)c2)cc1
→ 1%, 2%, 8%, -12%, 8%, -9%, i, 15%
- Cc1nn2c(NCc3ccccn3)cc(C(C)(C)C)nc2c1-c1ccccc1
→ /, /, 8%, -13%, /, ?, 7%, /
- Nc1ccccc1Oc1ccc2ccccc2c1
→ /, 0%, -8%, 12%, 10%, -1%, 10%, 12%
- COCCNCC(=O)C12CC3CC(CC(C3)C1)C2
→ 6%, -3%, /, -8%, 10µM*, 14%, 0%, 18%
- CCC(=O)N1CCN(c2ccc(NC(=O)c3cc4ccccc4o3)cc2)CC1
→ -11%, -2%, -1%, 2.8µM*, 4%, -5%, -1%, -29%
- O=C(C1COc2ccccc2O1)N1CCN(c2ccccc2F)CC1 (configuration not stated)
→ 6%, -2%, 3%, -4%, -2%, 3%, -1%, -3%
- COc1ccc(C2C(C#N)=C(N)OC3=C2C(=O)CC(C)(C)C3)cc1Cn1nc(C)c([N+](=O)[O-])c1C (configuration not stated)
→ 2%, -2%, -5%, -8%, 2%, 7%, -3%, 0%
- Cn1c(=O)c2c3c(sc2n2c(SCC(N)=O)nnc12)CC(C(C)(C)C)CC3 (configuration not stated)
→ 12%, -1%, 17%[11.4 µM], ?, ?, 0%, i, ?
- COc1ccc(Cl)cc1C(=O)NNC(=O)CCNC(C)=O
→ 4%[46 µM], 2%, 6%, -3%, 12%, 2%, -6%, 7%
- Cc1c(-n2c(O)c(C3=c4ccccc4=NC3=O)sc2=O)c(=O)n(-c2ccccc2)n1C
→ -13%[46 µM], 3%, 4%, -10%, -1%, 0%, i, -5%
- N#Cc1cccc(NC(=O)Cc2ccccc2)c1
→ ?, 1%, 3%, 2%, -7%, 4%, i, 12%
- N#CCC(=O)N/N=C/c1cn(Cc2ccc3ccccc3c2)c2ccccc12
→ /, /, -25%, -18%, ?, ?, ?, /
- CCCCC#Cc1cncc(C(=O)N/N=C/c2ccccc2)c1
→ /, /, 9%, -10%, /, -3%, -20%, /
- Cc1c(NS(=O)(=O)c2ccc3c(c2)n(C)c(=O)n3C)c(=O)n(-c2ccccc2)n1C
→ 8%, -3%, 4%, -1%, -1%, -1%, -8%, -6%
- O=c1[nH]ncc(N/N=C\c2cccs2)c1Cl
→ ?, -2%, 5%, -6%, 0%, -4%, -5%, ?
- CN(C)S(=O)(=O)c1ccc(-c2ccccc2)cc1
→ -9%, 2%, 6%, -6%, 5%, 2%, -3%, -10%
- CCOC(=O)NC(NC(=O)OCC)C(=O)c1ccccc1
→ 6%, -4%, 5%, -3%, 12%, -4%, -8%, -16%
- CCOC(=O)c1cc2c(nc1N)CCCC2
→ /, /, 5%, -6%, /, ?, -12%, /
- COc1ccccc1N1CCN(C(=O)Cn2nnc(-c3ccncc3)n2)CC1
→ 14%, 1%, -3%, -9%, 7%, 2%, 4%, -15%
- O=C(Nc1ccc(F)cc1)Nc1ccc(N2CCCC2)c(S(=O)(=O)Nc2ccccc2Cl)c1
→ ?, -2%, -13%, -19%, ?, 22µM*, -9%, -35%[inhibitor]
- CCOc1ccc2nc(SCC(=O)c3ccccc3)sc2c1
→ ?, 1%, /, ?, 5%, 2%, -10%, 16%
- COc1ccccc1N1CCN(c2nc(C)nc3c2oc2ccccc23)CC1
→ ?, 0%, -8%, ?, ?, ?, i, -22%
- C=CCOc1ccc(/C=C2\SC(=S)N(N3CCOCC3)C2=O)cc1
→ /, /, -16%, ?, /, 9%, -7%, /
- Cc1cc(C)n(CC(C)NC(=O)c2cc(COc3c(F)cccc3F)on2)n1 (configuration not stated)
→ ?, 2%, 7%, -16%, 0%, -1%, -8%, /
- CCCCCNCC(=O)Nc1cccc(C(=O)Nc2cccc(C(F)(F)F)c2)c1
→ /, /, 10%, -3%, -8%, ?, i, /
- COc1ccc(/C=N/NC(=O)c2snnc2C)c(OC)c1OC
→ 8%[46 µM], -1%, 7%, 0%, 5%, 3%, i, -1%
- COc1ccc(N2CCN(C(=O)CN(C3CCCCC3)S(C)(=O)=O)CC2)cc1
→ 4%[46 µM], 0%, -6%, 2%, 4%, 9%, 0%, /
- C/C(=N\OC(=O)c1ccc(Cl)cc1)c1nccs1
→ 2%, -15%, 4%, ?, 3%, 14%, -10%, -19%
- NC(=O)CC[C@@H]1NC(=O)[C@@H]2CCCN2C(=O)c2cc([N+](=O)[O-])cc(I)c2NCCC[C@@H](C(=O)NC(CC(=O)O)C(N)=O)NC1=O (some centres not stated)
→ 3%, 2%, -12%, 1%, 1%, 0%, -3%, 5%
- Cc1ccc(O)c(-c2cc(-c3cccc(F)c3)n[nH]2)c1
→ -6%, -4%, /, -12%, -5%, -8%, -9%, ?
- NC(=O)COc1ccc(C2c3c(oc4ccccc4c3=O)C(=O)N2CC2CCCO2)cc1 (configuration not stated)
→ 7%, 2%, /, -8%, ?, 7%, 7%, -7%
- Cc1cccc(NC(=O)Cn2c(O)c(N=NC(=O)c3ccncc3)c3ccccc32)c1
→ /, -3%, 3%, ?, 13µM*, 1%, 1%, 11%
- CC(C)Oc1ccc(Br)cc1/C=N\NC(N)=S
→ ?, 2%, -2%, ?, ?, -28%, -2%, -37%[inhibitor]
- O=C1CCCCC1Sc1nnc(-c2ccc3c(c2)OCO3)o1 (configuration not stated)
→ 11%[46 µM], -28%, -7%, -8%, -1%, -2%, 6%, ?
- CCc1cccc(CC)c1NC(=O)CSc1nnc(CCC(=O)O)c(=O)[nH]1
→ /, 4%, -3%, -1%, -6%, -21%, i, 28%
- COc1ccc(-c2cc(=O)c3cc(OC)c(OC)cc3[nH]2)cc1
→ -5%, -1%, 8%, ?, ?, ?, -6%, 28%
- O=C1c2ccccc2S(=O)(=O)N1CCCCN1CCN(c2ncccn2)CC1
→ /, 1%, /, 5%, ?, -6%, 1%, /
- CCOC(=O)N1CCN(c2nc(=S)n(-c3ccccc3)c(C)c2C(C)=O)CC1
→ -8%, -1%, -7%, -7%, -13%, -6%, -13%, -4%
- Cc1ccc(S(=O)OCC(=O)Nc2cc(Cl)ccc2N2CCOCC2)cc1 (configuration not stated)
→ 22%[46 µM], 0%, -6%, -6%, ?, -3%, -7%, -20%
- Cc1c(Cl)cccc1NC(=S)N(Cc1ccccc1)Cc1cccnc1
→ -25%[46 µM], 1%, -7%, -5%, ?, 4%, i, -5%
- Fc1ccc(-c2ccnc(=S)[nH]2)cc1
→ -12%, 4%, 0%, ?, ?, -4%, 1%, -7%
- CC1=C(C(=O)OCc2ccccc2)C(C2CCCCC2)NC(=O)N1CCCCCC(=O)O (configuration not stated)
→ /, -4%, /, -13%, -3%, -7%, -1%, -3%
- Cc1ccccc1Oc1cccc(C(=O)/C(C#N)=C/N(C)C)c1
→ 12%, 14%, /, -8%, -6%, 7%, -5%, -15%
- O=c1oc2ccccc2c2c1SC(C(F)(F)F)C2 (configuration not stated)
→ 14%, 1%, 6%, -2%, ?, ?, -5%, -10%
- COc1ccc(S(=O)(=O)N(Cc2cc3cc(C)ccc3[nH]c2=O)CC2CCCO2)cc1 (configuration not stated)
→ -2%, -2%, /, -11%, 8.9µM*, ?, -15%, -8%
- O=S(=O)(c1ccccc1)N(Cc1nc(-c2ccccc2)no1)C1CCCCC1
→ -7%, 3%, 26%, -10%, -1%, -3%, -18%, -11%
- Cc1ccc(Cn2nnc3c(=O)[nH]c(C(=O)NCc4ccco4)nc32)cc1
→ 2%, -1%, 0%, 2%, 4%, 8%, i, -16%
- COc1ccccc1/C=N/n1cnnc1
→ 1%, -5%, /, 1%, ?, ?, -12%, ?
- CN(C)c1ccc(CNc2ccc3c(c2)ncn3C)cc1
→ ?, -1%, /, ?, ?, -25%, -7%, -13%
- Cc1ccc(C(=O)Oc2coc(CSc3nnc(NC(=O)c4cccs4)s3)cc2=O)cc1
→ 15%, 0%, ?, -14%, -10%, ?, -4%, -13%
- O=S(=O)(c1ccccc1)c1nc(-c2ccco2)oc1NCc1ccccc1
→ 12%, -3%, /, ?, ?, -15%, i, 19%
- CCN(CC(=O)Nc1ccc(OC)cc1)C(=O)c1ccc([N+](=O)[O-])cc1
→ /, /, /, -4%, 4%, 6%, -2%, /
- CC(=O)Nc1cccc(OC(=O)N2CCOCC2)c1
→ 6%, -1%, /, 8%, 7%, 2%, -5%, 18%

Screens: PubChem, National Center for Advancing Translational Sciences (NCATS)

Only part of the results is shown, so the mix of outcomes need not match the whole.
